Bioassay records from PubChem BioAssay.
Polio RdRp inh: poliovirus RNA polymerase inhibition; P03300; poliovirus polymerase elongation, fluorescence polarization; stronger effect = lower value; % elongation, % (compound at 16.7 µg/mL); 150,000 compounds, 0.66% hits; in the data active = % elongation below about 90%; note: some results filed as inactive read as strong as hits
Target sequence (P03300 1749-2209 limits assumed): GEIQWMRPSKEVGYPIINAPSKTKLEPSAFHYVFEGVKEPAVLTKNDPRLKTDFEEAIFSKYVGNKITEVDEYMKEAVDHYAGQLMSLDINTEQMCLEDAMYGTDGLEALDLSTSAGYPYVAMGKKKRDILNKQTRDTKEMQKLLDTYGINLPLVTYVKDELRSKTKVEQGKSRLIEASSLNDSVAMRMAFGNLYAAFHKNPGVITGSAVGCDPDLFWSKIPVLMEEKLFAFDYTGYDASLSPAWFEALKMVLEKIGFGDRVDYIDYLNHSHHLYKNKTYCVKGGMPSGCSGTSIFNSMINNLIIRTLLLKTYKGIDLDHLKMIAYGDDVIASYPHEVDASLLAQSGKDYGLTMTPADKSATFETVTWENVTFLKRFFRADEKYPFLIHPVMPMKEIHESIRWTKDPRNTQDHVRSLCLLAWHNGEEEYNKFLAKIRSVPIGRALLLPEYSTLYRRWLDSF
Polio RdRp inh FP z-score: second read-out of Polio RdRp inh, no call of its own (marks repeat the call); z-score; measured here: FP z-score; hits read low
An asterisk follows results filed as active; & = joins results of further samples. A portion of the library (hit frequency here may not be typical).

Below each compound – Polio RdRp inh, Polio RdRp inh FP z-score
CCOC(=O)N1CCC(NC(=O)c2cnn(-c3cccc(C)c3)c2C2CCN(C(=O)OC(C)(C)C)CC2)CC1
    106, 0.1
Cc1ccc(Cn2ncc3c(N4CCCC4)ncnc32)cc1
    103, 0.6
C/C(N)=C(/C#N)C(=O)CSc1n[nH]c(-c2cccs2)n1
    102, 0
CN(C)c1ccc(/C=[N+](\[O-])C2(C)CCCCC2=O)cc1 (configuration not stated)
    98, -0.4
Cc1ccc(Cl)cc1N1CCN(C(=O)C2CCN(S(=O)(=O)c3c(C)noc3C)CC2)CC1
    102, 0.6
CCOc1ccc(S(=O)(=O)Nc2ccccc2C(F)(F)F)cc1
    101, 0.2
COc1ccc(-c2nc3scc(CCNS(=O)(=O)c4ccc(F)cc4F)n3n2)cc1OC
    94, -2.7
CN(C)c1ccc(CNC(=O)c2cc3ccccn3n2)cc1
    101, -1.2
O=C(CSc1c2c(nc3ccccc13)CCCC2)N1CCCc2ccccc21
    100, -0.5
CC(C)C[C@H]1C(=O)N2CCC[C@H]2[C@]2(O)O[C@](NC(=O)[C@@H]3C=C4c5cccc6[nH]c(Br)c(c56)C[C@H]4N(C)C3)(C(C)C)C(=O)N12
    97, -0.9
CCOC(=O)c1ccc(Nc2ncnc3ccccc23)cc1
    104, 0.5
CC(=O)N1c2ccc(S(=O)(=O)NCC3CCC(C(=O)Nc4ccc(C)cc4)CC3)cc2CC1C (configuration not stated)
    116, 0.1
Cc1ccc(-c2c3c(=O)n(C)c(=O)n(C)c3c3c(C)nc4ccccc4n23)cc1
    102, -0.4
COc1ccc(CNC(=O)CCc2nc(-c3ccc(C)cc3)no2)c(OC)c1
    102, -0.8
CCc1ccccc1NC(=O)CC1Sc2ccc(C(F)(F)F)cc2NC1=O (configuration not stated)
    105, 0

Going on with the list.
Below each compound – Polio RdRp inh, Polio RdRp inh FP z-score
Cc1cc(C)cc(-n2c(SCC(=O)Nc3ccccc3F)nc3c(oc4ccccc43)c2=O)c1
    103, -0.4
O=C(/C=c1\[nH]c(=O)/c(=C/c2cccnc2)s1)c1ccc(Cl)cc1
    102, 0.3
O=C(CCNc1cccc(Cl)c1)c1ccco1
    109, 0.6
CC(C)(C)NC(=O)Oc1ccc(Cl)cc1
    106, 0.5
N#CC1=C(N)Oc2n[nH]c(CSc3ccccc3)c2C1Cc1ccccc1 (configuration not stated)
    104, 0.6
CCOC(=O)c1c(C)[nH]c(CCC(=O)NCc2cccc(OC)c2)c1C
    108, -0.1
Cc1ccc(C(=O)OC2CSC2)cc1
    102, -0.1
COc1cccc(-c2nn(C)c3sc(C(=O)NCC4COc5ccccc5O4)cc23)c1 (configuration not stated)
    100, -0.3
C=CCNc1nc2ccccn2c(=O)c1/C=C1\SC(=S)N(C)C1=O
    93, -1.5
COc1cc(C=Nc2cc(Cl)ccc2O)ccc1O
    99, -0.8
CN1c2ccsc2C(=O)/C(=C\N=S(C)(=O)c2ccc(Cl)cc2)S1(=O)=O (configuration not stated)
    102, 0
NC(=S)c1cc(-c2ccccc2)c(C(F)(F)F)s1
    108, 0.8
CC(C)Cn1c(NC(=O)Nc2ccccc2F)c2ccccc2nc1=O
    103, 0.2
Cc1nn(-c2ccccc2)c(C)c1NC(=O)COC(=O)c1ccccc1
    106, 0.5
CC1(C)CC(N=Cc2c(O)[nH]c(=O)[nH]c2=O)CC(C)(C)N1
    101, -0.5

The results go on:
Below each compound – Polio RdRp inh, Polio RdRp inh FP z-score
CCOC(=O)c1ccc(N2C(=N)S/C(=C\c3cnn(-c4ccccc4)c3)C2=O)cc1
    104, 0.4
Cc1cc(C)cc(-n2ccnc2SCC(=O)Nc2ccc(C)cc2C)c1
    109, 0.6
O=C(NCc1ccccc1Cl)c1ccc(NC(=O)N2CCSc3ccccc32)cc1
    110, 1.1
CCOc1ccccc1CNC(=O)c1ccc(NC(=O)N2CC(C)Sc3ccccc32)cc1 (configuration not stated)
    108, 0.3
CC(O)CNc1ccc(C(F)(F)F)cn1 (configuration not stated)
    103, 0.7
COc1ccc(OC)c(NC(=O)Cn2cnc3c(nnn3Cc3ccc(F)cc3)c2=O)c1
    100, 0.1
O=C1C(c2ccc(F)cc2)N(Cc2ccccc2Cl)C(=O)CN1C1CCCCC1 (configuration not stated)
    104, -0.8
COc1cccc(C(=O)Nc2cccc3c2C(=O)NC3=O)c1OC
    102, -0.1
CC(C)(C)c1ccc(OCC(=O)Nc2ccc(Cl)cc2C(=O)c2ccccc2)cc1
    104, 0.2
O=C(/C=C1\SC(=O)N(CN2CCCCC2)C1=O)Nc1ccccc1
    99, -0.4
C#CCNc1cc(-c2ccccc2)nc2nncn12
    100, -0.9
Cc1n(CC(=O)c2ccc(F)cc2)c2ccccc2[n+]1C
    102, 0.3
Cn1c(SCc2ccccc2)nnc1C1CCN(C(=O)c2ccc3c(c2)OCO3)CC1
    100, -0.6
O=C(COC(=O)c1ccc(Br)cc1)c1ccc(Br)cc1
    100, -0.2
CCOc1ccc(OCCC(=O)O)cc1
    103, 0.3

(further entries)
Below each compound – Polio RdRp inh, Polio RdRp inh FP z-score
CCc1nc2ccccc2c(C)c1C(=O)O
    106, 0.6
NC(=O)COc1ccc(Cl)cc1
    103, -0.2
COc1ccc(NCc2ccc(OCC(N)=O)c(Cl)c2)cc1
    101, -0.2
Cc1cccc(Cn2cnc3c(cnn3-c3ccc(Cl)cc3)c2=O)c1
    113, 2.2
O=C(O)c1ccccc1C(=O)Cc1ccc(I)cc1
    101, -0.4
Cc1nn(CCC#N)cc1C=C1C(=O)NC(=O)NC1=O
    102, -0.1
Cc1ccc(NC(=O)COc2cn(-c3ccccc3)nn2)cc1C
    107, 0.7
O=S(=O)(c1ccccc1)n1nc(-c2ccc(Cl)cc2)nc1NCc1ccc(F)cc1
    108, 0.6
O=S(=O)(Nc1ccc(N2CCN(c3ncccc3C(F)(F)F)CC2)nc1)c1ccc(Cl)cc1
    101, 0
COc1ccccc1-n1ccnc(SCC(=O)NC2CCCCC2)c1=O
    102, -0.3
CCOc1ccc(CCNC(=O)c2ccc(-c3nc(COc4ccc(C)cc4)c(C)o3)cc2)cc1
    105, -1.5
CN(C)CC(C)(O)c1ccc(Cl)cc1 (configuration not stated)
    102, 0.2
CC(C)c1ccccc1NC(=O)CN(c1ccccc1)S(=O)(=O)N(C)C
    105, 0.1
N#Cc1c(NC(=O)CS(=O)(=O)c2ccc(Cl)cc2)sc2c1CCCCC2
    100, -1.5
C=CCN1C(=O)/C(=C2/SC(C)=C(C)N2CC)SC1=Nc1c(C)n[nH]c1C
    104, 0.7

(cont.)
Below each compound – Polio RdRp inh, Polio RdRp inh FP z-score
CC(=O)Nc1ccc(-c2cn(CC(=O)NN)cn2)cc1
    101, -0.3
CCn1c(SCC(=O)O)nnc1-c1cccs1
    101, -0.3
COc1cccc(-n2c(SCC(=O)N3CCCc4ccccc43)nc3c([nH]c4ccccc43)c2=O)c1
    108, 0.3
COc1ccc(-c2nnc(SCc3c(Cl)cccc3Cl)o2)cc1
    101, 0.2
CO[C@H]1O[C@H](COC(C)=O)[C@@H](OC(C)=O)[C@H](OC(C)=O)[C@H]1OC(C)=O
    103, 0.4
COC(=O)C1CC2C=CC1C2 (configuration not stated)
    107, 0.6
Cc1ccc(S(=O)(=O)N(Cc2ccccc2)CC(C)C(=O)O)cc1 (configuration not stated)
    103, 0.5
Cc1ccc(-c2nc3sc4nc5ccccc5nc4n3n2)cc1
    106, 0.3
O=C1NNC(=S)Nc2ccccc21
    96, -1.4
Cc1oc(-c2ccc(C(=O)NCc3ccco3)cc2)nc1COc1ccccc1
    105, 1.2
Cc1cn(C)c(CC(=O)Nc2cccc(Cl)c2C)c1C(=O)O
    110, 0.7
COc1ccc(Cl)cc1CN1CCCCC1
    110, 0.5
COc1cc(C2Nc3cccc4cccc(c34)N2)cc(I)c1O
    100, -0.2
COc1cccc(OCCCN2CCNCC2)c1
    102, 0.1
CCCc1nn2c(=O)cc(COC(=O)c3cccc(NC(=O)c4cccs4)c3)nc2s1
    107, 0.1

More records
Below each compound – Polio RdRp inh, Polio RdRp inh FP z-score
N#CCSc1ccc(Br)cc1
    102, 0.1
COc1ccc(CC(=O)NC(C)c2nnc(SCC(=O)Nc3cc(C)ccc3OC)n2C)cc1 (configuration not stated)
    101, 0.3
Cc1nc2ccccc2c(=O)n1/N=C/c1ccsc1
    101, -0.3
Cc1cc(=O)oc2c1C(=O)CC(C)(C)C2
    100, -0.1
Cn1c(=O)c2[nH]c(=S)[nH]c2n(C)c1=O
    102, -0.1
COc1ccc(C2=CSC3=NS(=O)(=O)CCN23)cc1OC
    105, 0.5
Cc1ccn(CCC(=O)N(C)Cc2ccco2)n1
    100, -0.1
Cc1ccc2c(c1)c(=O)c(S(=O)(=O)c1ccc(C)c(C)c1)cn2CC(=O)Nc1ccccc1
    107, -0.1
O=C(Cc1cccs1)Nc1nc2ccccc2s1
    113, 1
Clc1ccc(OCc2ccccc2)c(Cl)c1
    104, 0.1
CCN(C(=O)CSc1nc(C)cc(COC)c1C#N)c1ccccc1
    101, 0.1
CN(Cc1ccccc1)C(=O)c1cccc(F)c1
    107, 0.7
Cc1ccccc1NC(=O)c1sc2nc3c(cc2c1N)CN(Cc1ccccc1)CC3
    107, 0.4
COC(=O)c1cc(CNCC2(N3CCCCC3)CCCCC2)oc1C
    102, -0.1
CN1CCN(c2ncnc3c2cnn3-c2cccc(Cl)c2)CC1
    112, 0.9

Already shown: three of the compounds above.
Below each compound – Polio RdRp inh, Polio RdRp inh FP z-score
Cc1ccccc1NC(=O)c1sc2nc3c(cc2c1N)CN(Cc1ccccc1)CC3
    107, 0.4
COC(=O)c1cc(CNCC2(N3CCCCC3)CCCCC2)oc1C
    102, -0.1
CN1CCN(c2ncnc3c2cnn3-c2cccc(Cl)c2)CC1
    112, 0.9

Single entries from the results shown:
Polio RdRp inh, `CC(C)c1ccccc1NC(=O)CN(c1ccccc1)S(=O)(=O)N(C)C` is entered as 105
Polio RdRp inh FP z-score, `C=CCN1C(=O)/C(=C2/SC(C)=C(C)N2CC)SC1=Nc1c(C)n[nH]c1C` is entered as 0.7
Polio RdRp inh, `Cc1ccccc1NC(=O)c1sc2nc3c(cc2c1N)CN(Cc1ccccc1)CC3` is entered as 107
Polio RdRp inh, `O=S(=O)(Nc1ccc(N2CCN(c3ncccc3C(F)(F)F)CC2)nc1)c1ccc(Cl)cc1` is entered as 101
Polio RdRp inh FP z-score, `CN1CCN(c2ncnc3c2cnn3-c2cccc(Cl)c2)CC1` is entered as 0.9
Polio RdRp inh FP z-score, `C=CCNc1nc2ccccn2c(=O)c1/C=C1\SC(=S)N(C)C1=O` is entered as -1.5

Later entries:
Below each compound – Polio RdRp inh, Polio RdRp inh FP z-score
CCC1(c2ccccc2)C(=O)N(COC)C(=O)N(COC)C1=O
    102, 0.7
Cc1cc(C)c2c(CC(=O)Nc3cc(C(F)(F)F)ccc3Cl)coc2c1
    112, -0.2
CC(NC(=O)NC1CCCCC1)c1ccc2c(c1)OCO2 (configuration not stated)
    100, -1
Cc1nc2sccn2c(=O)c1S(=O)(=O)Nc1ccc2c(c1)OCCO2
    103, 0.2
CCOC(=O)CC1NC(=O)c2ccccc21 (configuration not stated)
    103, 0.7
CC(=O)N1CN(CCCn2ccnc2)Cc2c1sc1c2CCCC1
    102, 0.1
CC1CCN(S(=O)(=O)c2ccc3c(c2)N(CC(=O)NCCCN2CCCCC2)C(=O)CS3)CC1
    112, 0.3
Cn1nnnc1SCCNCc1ccc(OCc2ccccc2Cl)cc1
    99, -1.6
CN1CCN(C(=O)CNC(=O)c2ccc(-c3ccccc3)cc2)CC1
    93, -1.8
CC(=C/C(=O)O)/C=C/c1ccccc1
    102, 0.1
CC(=NCCCn1ccnc1)c1c(C(F)(F)F)[nH]n(-c2nc3ccccc3s2)c1=O
    102, 0.1
O=C(Nc1ccc2oc(-c3ccc4ccccc4c3)nc2c1)c1cc(Cl)ccc1Cl
    101, -0.3
CC(C)CNC(=O)CSc1nc(-c2ccc(F)cc2)cc(C(F)(F)F)n1
    100, -0.4
CCOc1ccc(C(=O)Oc2c(Sc3ccccc3)c(C)nn2C(C)(C)C)cc1OCC
    107, 0.6
CCc1ccc(NS(=O)(=O)c2ccc(NC(=O)N3CCCC3)cc2)cc1
    108, 0.2

The results go on.
Below each compound – Polio RdRp inh, Polio RdRp inh FP z-score
CCOc1ccc(OCCNCc2cn(CCC#N)nc2-c2ccccc2)cc1
    90, -1.5
CCOC(=O)c1c(-c2ccccc2)csc1/N=C/c1nc(-c2ccco2)oc1O
    75, -5.4
Cc1cccc(NC(=O)CNc2nnnn2-c2ccccc2)c1C
    104, -0.9
COC(=O)c1cc2sccc2n1CC(=O)Nc1cc(Cl)ccc1OC
    108, 0.4
Cc1cc(C)nc(SCC(=O)NC2=NN=C(c3ccccc3)CS2)n1
    102, 0.3
O=C(NCc1ccc(Cl)cc1)c1sc2ccccc2c1Cl
    102, 0
Cc1cc(C)c(S(=O)(=O)Nc2cc3c4c(oc3c3ccccc23)CCCC4=O)cc1C
    101, -0.2
COc1ccc(C(=O)N2C(=O)c3ccc(N)cc3C2=O)cc1
    100, -0.3
CC(CNC(=O)CCc1cn(Cc2ccccc2Cl)c2ccccc12)c1ccccc1 (configuration not stated)
    107, 0
Cc1oc(-c2ccc(Cl)cc2)nc1Cn1c(=O)cc(C)c2c(C)nn(-c3cccc(F)c3)c21
    106, -0.1
COc1ccc(Cl)cc1NC(=O)COC(=O)C12CC3CC(CC(O)(C3)C1)C2
    104, 0.3
CCS(=O)(=O)N1CCCC(c2nc3c(nnn3Cc3ccc(C)cc3)c(=O)[nH]2)C1 (configuration not stated)
    101, -0.3
COc1c(O)cccc1-c1nnn(CCC(=O)OCC(=O)c2ccccc2)n1
    101, -0.2
CSCCC(N)c1nc2ccccc2[nH]1 (configuration not stated)
    103, 0.2
NC(=O)C1CCN(C(=O)c2ccc(F)cc2F)CC1
    106, 1.7
Cn1c2ccccc2c2c3c(c4c5ccccc5n(CCC#N)c4c21)CNC3=O
    100&101, -0.1&0.2
